Screening results: PubChem BioAssay, National Center for Advancing Translational Sciences (NCATS)
Tau fibril ThT = qHTS for Inhibitors of Tau Fibril Formation, Thioflavin T Binding | Microtubule-associated protein tau (Homo sapiens), P10636 | actives 2.1% (n = 270,000) | AID 1460, 2008 | Potency, µM (titrated, usually from 57.4 µM), for the others: at the highest dose activity, negative = inhibition, actives largely listed as inhibitors | recombinant tau K18 P301L, heparin-induced fibrillization, ThT fluorescence; further: nearly all actives have a fitted effect of over 55% in size
Target sequence (P10636 561-689 P618L limits assumed): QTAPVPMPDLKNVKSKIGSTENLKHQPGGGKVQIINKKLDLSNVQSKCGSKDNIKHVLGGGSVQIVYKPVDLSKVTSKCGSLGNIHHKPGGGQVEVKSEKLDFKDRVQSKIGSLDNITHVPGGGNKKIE
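K18 P301L tau (15 uM + 0.24 uM Alexa 594-tagged), heparin 20 uM, NaOAc pH 7, 6 h 37 C; ThT 30 uM, 1 h RT, ex 450/em 510 nm.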
TRb-SRC2 inh = qHTS for Inhibitors of the Interaction of Thyroid Hormone Receptor and Steroid Receptor Coregulator 2. actives 0.065% (n = 280,000). TRbeta-SRC2 peptide binding, fluorescence polarization; receptor liganded with 1 µM T3. Potency, µM (highest dose often 106 µM), inactives show at the top dose activity change, negative = inhibition, usual class: inhibitors;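 further: plate controls were bound peptide for no effect and peptide without receptor for full effect; nearly all actives have a fitted effect of over 50% in size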
Target sequence (P10828 whole entry, looked up): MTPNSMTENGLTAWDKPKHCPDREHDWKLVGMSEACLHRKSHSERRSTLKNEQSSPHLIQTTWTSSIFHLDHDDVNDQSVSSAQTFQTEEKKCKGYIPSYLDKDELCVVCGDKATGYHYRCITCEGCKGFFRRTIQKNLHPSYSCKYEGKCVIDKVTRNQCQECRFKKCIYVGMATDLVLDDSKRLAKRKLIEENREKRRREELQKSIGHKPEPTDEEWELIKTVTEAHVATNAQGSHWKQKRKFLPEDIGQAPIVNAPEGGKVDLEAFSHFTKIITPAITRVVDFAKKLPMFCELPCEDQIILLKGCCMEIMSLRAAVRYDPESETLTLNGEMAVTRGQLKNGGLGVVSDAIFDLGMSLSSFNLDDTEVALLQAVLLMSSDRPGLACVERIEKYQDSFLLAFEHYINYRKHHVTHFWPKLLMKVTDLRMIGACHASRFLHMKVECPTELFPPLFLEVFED
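Assay buffer: 20 mM Tris-HCl, 100 mM NaCl, 10% glycerol, 1 mM EDTA, 0.01% NP-40, 1 mM DTT, 1 uM T3, 5% DMSO; TRb LBD 0.6 uM, Texas Red SRC2 20 nM; FP after 5 hr.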
GLA spleen mod = qHTS Assay for Inhibitors and Activators of Human alpha-Galactosidase From Spleen Homogenate; Alpha-galactosidase A (Homo sapiens), P06280; human spleen homogenate, 4MU-alpha-Gal fluorescence, 40 min; Potency, µM (series often up to 80 µM), inactives show top-dose activity change, negative = inhibition, actives largely listed as inhibitors; actives 0.008% (n = 240,000); AID 2107, 2009;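 further: 0% = enzyme with vehicle and -100% = no enzyme basal signal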
Target sequence (P06280 32-429 limits assumed): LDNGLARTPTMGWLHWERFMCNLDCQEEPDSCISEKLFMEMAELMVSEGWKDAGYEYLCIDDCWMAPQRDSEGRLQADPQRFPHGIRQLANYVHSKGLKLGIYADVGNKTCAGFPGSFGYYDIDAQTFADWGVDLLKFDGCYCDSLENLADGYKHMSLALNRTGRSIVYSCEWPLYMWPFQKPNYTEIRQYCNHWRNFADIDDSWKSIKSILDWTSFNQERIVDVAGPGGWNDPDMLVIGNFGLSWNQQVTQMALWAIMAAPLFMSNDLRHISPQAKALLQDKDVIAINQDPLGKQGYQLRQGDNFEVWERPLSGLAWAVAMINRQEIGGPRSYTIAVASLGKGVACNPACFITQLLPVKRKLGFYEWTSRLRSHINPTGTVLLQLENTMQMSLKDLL
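Fluorogenic readout (Ex 365/Em 440 nm) of 4-methylumbelliferone released from 1 mM 4-MU-alpha-galactoside by spleen homogenate, 40 min at 37C, pH 5.0. Data normalized to no-enzyme and enzyme controls; Hill-equation AC50 from compound titrations.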
TR SRC2 fluor cs = Total Fluorescence Counterscreen for Inhibitors of the Interaction of Thyroid Hormone Receptor and Steroid Receptor Coregulator 2; TRb/SRC2 Texas Red total fluorescence interference; Potency, µM (series often up to 106 µM), without a hit: at the highest dose fluorescence change, negative = quenching; actives 0.29% (n = 280,000); active means well fitted curve in either direction with a large enough effect; inconclusive means small, poorly fitted or top-dose-only effect
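Flags fluorescent or light-absorbing compounds by total fluorescence, S + 2P, at 555 nm excitation and 632 nm emission. Mixture: 20 nM Texas Red SRC2 peptide, 0.6 uM human TRb LBD, 1 uM T3, 5% DMSO; compound exposure 5 h at ambient temperature.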
Tau fibril FP = qHTS for Inhibitors of Tau Fibril Formation, Fluorescence Polarization | actives 0.39% (n = 280,000) | Potency, µM (top dose mostly 57.7 µM), without a hit: at the top dose activity, negative = inhibition, most hits filed as inhibitors | K18 P301L tau heparin fibrillization, Alexa594 FP, 6 h | Microtubule-associated protein tau (Homo sapiens), P10636 | AID 1468, 2008; further: nearly all actives have a fitted effect of over 55% in size
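Heparin (20 uM) drove fibril formation of recombinant tau K18 P301L, 15 uM unlabeled with 0.24 uM Alexa 594 label, for 6 hr at 37 C in 100 mM sodium acetate pH 7. Fluorescence polarization (555/632 nm) read 1 hr after 30 uM ThT.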
ALDH1A1 block = qHTS Assay for Inhibitors of Aldehyde Dehydrogenase 1 (ALDH1A1) | Aldehyde dehydrogenase 1A1 (Homo sapiens), P00352 | Purified ALDH1A1, NADH fluorescence, propionaldehyde substrate | Potency, µM (highest dose often 75.3 µM), without a hit: top-dose activity, negative = inhibition, actives largely listed as inhibitors | actives 7.3% (n = 220,000) | AID 1030, 2008; active means well fitted inhibition curve with a large enough effect, not every such curve was filed as active; inconclusive means small, poorly fitted or top-dose-only effect, or another doubt; inactive means no such curve, though single readings can be large or run the other way;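 further: plate controls were no enzyme wells and a reference inhibitor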
Tau fluor cs = Counterscreen qHTS for Inhibitors of Tau Fibril Formation, Fluorescence Polarization; tau K18 P301L (four-repeat tau fragment) Alexa594 fluorescence, heparin fibrillization; Potency, µM (titrated, usually from 57.7 µM), for the others: at the top dose activity change, negative = decrease; actives 0.93% (n = 280,000); AID 1463, 2008; further: nearly all actives have a fitted effect of over 55% in size
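Human K18 P301L tau (15 uM unlabeled plus 0.24 uM Alexa 594-labeled, final) in 100 mM sodium acetate pH 7 was mixed with compound and 20 uM heparin and incubated 6 hr at 37 C.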
L3MBTL1 block = qHTS Assay for the Inhibitors of L3MBTL1. Lethal(3)malignant brain tumor-like protein 1 (Homo sapiens), Q9Y468. AlphaScreen L3MBTL1–H3K9me1 peptide binding. Potency, µM (titrated, usually from 57.1 µM), without a hit: top-dose activity, negative = inhibition, actives largely listed as inhibitors. actives 0.66% (n = 230,000). AID 485360, 2010; further: nearly all actives have a fitted effect of over 60% in size
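Displacement of a biotinylated histone H3(1-15) peptide monomethylated at Lys9 (75 nM) from L3MBTL1 (50 nM) was measured by AlphaScreen after a 30 min room-temperature compound incubation; cefsulodin titration served as intraplate control.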
* hit, by the source's call; ? = inconclusive; . = no result given; [ ] = remark or other dose. Unless noted, the call rests on the fitted dose curve; in most records, active means well fitted curve in the direction sought with a large enough effect; inconclusive means small, poorly fitted or top-dose-only effect, or another doubt; inactive means no such curve, though single readings can be large; an effect the other way counts as inactive or inconclusive. Unless noted, on the % scale 0 is the no-effect control and ±100 the full control effect; potency means the concentration at half of the fitted maximal effect.

| Structure | Tau fibril ThT | TRb-SRC2 inh | GLA spleen mod | TR SRC2 fluor cs | Tau fibril FP | ALDH1A1 block | Tau fluor cs | L3MBTL1 block |
| --- | --- | --- | --- | --- | --- | --- | --- | --- |
| Cc1ccc(O)c(NC(=O)c2cc(-c3ccc4c(c3)OCO4)on2)c1 | -10.7% | 3.9% | . | -20.4% | 2.1% | . | -28.3% | . |
| CS(=O)(=O)N(CC(=O)Nc1ccc2c(c1)OCO2)Cc1ccc(Cl)cc1 | -21.9% | -2.6% | 2.3% | -0.3% | 6.7% | 0.2% | -24.0% | -4.7% |
| Cc1cccc(-c2noc(CN(C(=O)COc3ccc(C(C)C)cc3)C(C)C)n2)c1 | -15.1% | 3.2% | . | 1.3% | 7.0% | . | -15.9% | . |
| CCOC(=O)Cn1nnc(-c2ccc(SC)cc2)n1 | -3.2% | 7.3% | 2.7% | 0.9% | 1.9% | ? | -5.6% | 12.3% |
| O=C(N/N=C1\CCS(=O)(=O)c2ccc(F)cc21)c1ccc(O)cc1 | 2.2% | -4.1% | 18.9% | -6.4% | -2.7% | . | -4.4% | . |
| CCN(CC(=O)Nc1ccc(Cl)c(S(=O)(=O)N(C)C)c1)Cc1nc2ccccc2c(=O)[nH]1 | -8.7% | -0.3% | 0.7% | -1.0% | -5.6% | 25.1µM* | -17.5% | 11.0% |
| O=C(CSc1nnc(CNC(=O)c2ccccc2)n1-c1cccc(Cl)c1)Nc1ccccc1F | 2.3% | 3.9% | . | 5.0% | -1.6% | . | -9.2% | . |
| Cc1cc(O)c(C)c2c1CC[C@H]1[C@H](C)C(=O)O[C@H]21 | -4.5% | 10.3% | 0.6% | -1.2% | 2.8% | 2.5% | -10.6% | . |
| CCN(CC)C(=O)c1sc2c(c1C)c(=O)n(-c1ccccc1)c(=O)n2CC(=O)Nc1ccc(C)cc1C | 5.5% | 1.7% | . | -5.3% | 6.2% | . | 9.6% | . |
| C=CCn1c(C)cc(C(=O)COC(=O)[C@@H](NC(=O)c2ccccc2Cl)C(C)C)c1C | -13.0% | 5.9% | 0.4% | -1.2% | 7.5% | -15.9% | -12.8% | -4.1% |
| CCCCOc1ccc(C(=O)NCC(c2ccc(Cl)cc2)N2CCOCC2)cc1 (stereo unspecified) | -12.5% | 6.7% | . | 0.3% | 14.7% | . | -11.2% | . |
| CC(=O)c1ccc(Oc2ccc(C(C)=O)cc2)cc1 | ? | 4.2% | -18.9% | -6.1% | -2.5% | 9.4% | -2.4% | 7.2% |
| N#C/C(=C\c1ccc(N2CCOCC2)o1)C(=O)N1CCOCC1 | -14.6% | 2.8% | -7.4% | 0.5% | ? | ? | 6.5% | -7.4% |
| Cc1ccsc1C(=O)N1CCN(S(=O)(=O)c2cccs2)CC1 | -0.9% | -0.4% | 2.2% | -1.1% | -4.6% | -3.9% | -1.2% | 5.3% |
| Cc1ccc(NC(=O)CC(C)S(=O)(=O)c2ccc3c(c2)NC(=O)CO3)cc1Cl (stereo unspecified) | -0.2% | 0.9% | . | 1.3% | -7.0% | . | -11.0% | . |
| CCOC(=O)c1sc(NC(=O)c2cc3n(n2)C(C(F)(F)F)CC(c2cccs2)N3)c(C(=O)OCC)c1C (stereo unspecified) | -13.2% | 1.6% | 3.2% | -5.9% | 5.1% | 0.9% | -3.6% | -3.3% |
| COc1ccc(Br)cc1CNC(=O)Cn1nc(C)n2c(cc3cc(F)ccc32)c1=O | -6.2% | 5.2% | . | 8.7% | -11.0% | . | -14.8% | . |
| Cc1cc(C)cc(-n2nnc(C(=O)NCc3ccccc3)c2N)c1 | -2.7% | 3.3% | 1.8% | 4.8% | -0.7% | -1.7% | -8.8% | 27.1% |
| COc1ccccc1NS(=O)(=O)c1cc(NC(=S)NCC2CCCO2)ccc1C (stereo unspecified) | -2.0% | -4.8% | -1.5% | -3.6% | -3.0% | -2.2% | -19.4% | 2.5% |
| CCSc1cc(N2CCOCC2)nc(-c2ccccc2)n1 | -8.5% | -3.8% | 1.7% | -1.0% | -12.2% | 3.7% | -21.9% | 23.8% |
| N/C(=N\OC(=O)Oc1ccccc1)c1cccc([N+](=O)[O-])c1 | 4.7% | -1.4% | -3.0% | -7.1% | 4.5% | ? | -2.3% | 3.7% |
| CC/C(C)=N/Nc1nc(-c2cc3cccc(OC)c3oc2=O)cs1 | 17.8µM* | 1.9% | 2.4% | -10.1% | -4.8% | ? | ? | -4.5% |
| Cc1noc(C)c1C(=O)Nc1ccccc1-c1ccccc1 | 1.0% | -1.3% | 11.6% | -2.2% | 3.3% | ? | -5.8% | -11.0% |
| Cn1c(=O)c2sccc2n2c(CCC(=O)N3CCN(c4ccccc4)CC3)nnc12 | -6.5% | 6.3% | . | -14.4% | 2.4% | . | 0.2% | . |
| CC(C)(C)NC(=O)COc1ccc(CNCCc2ccccc2)cc1 | -1.6% | -4.5% | 1.2% | -2.1% | 2.1% | ? | -1.1% | 8.5% |
| O=C(N/N=C/c1ccc(F)cc1)c1ccc(OCc2ccccc2)cc1 | -17.9% | -0.4% | 5.3% | -1.8% | -2.0% | . | -2.9% | 5.1% |
| COC(=O)c1cc2sc(Cl)cc2n1Cc1nc(-c2ccccc2F)oc1C | -3.4% | -14.9% | . | 25.1µM*[quencher] | -6.2% | . | -6.8% | . |
| N#CCCn1cnc2c(=S)nc[nH]c21 | -9.1% | -3.6% | -0.3% | -1.6% | 2.3% | ? | 1.3% | -4.3% |
| CC(C)(C)c1ccc(NC(=O)N2CCCN(c3c(Cl)cncc3Cl)CC2)cc1 | ? | -3.2% | -7.4% | -4.2% | -4.0% | ? | -26.9% | -5.7% |
| Cc1cc(N(CCO)CCO)ccc1N=Nc1cc(F)ccc1F | 10µM* | 1.2% | -4.4% | -1.9% | 13.9% | 6.2% | ? | ? |
| Cc1ccc(S(=O)(=O)NCCSc2nnnn2-c2ccc(C(N)=O)cc2)cc1 | -14.8% | -6.2% | 2.8% | 1.9% | -12.4% | ? | -10.8% | -15.7% |
| COc1cc(SC)ccc1C(=O)N1CCN(c2ccccc2OC)CC1 | -5.8% | 1.4% | -6.6% | -1.0% | -4.7% | 1.5% | -3.2% | -5.7% |
| Cc1ccnc(NC(=O)Nc2cccc(F)c2)c1 | -12.6% | 4.7% | -3.1% | -0.7% | 0.1% | -1.2% | -20.6% | . |
| COc1cc(NC(=O)C2CC2)c(C(=O)O)cc1OC | -5.4% | -16.7% | -1.4% | -2.0% | 0.5% | -2.6% | 4.5% | 0.8% |
| COc1ccc(C2(C(=O)Nc3ccccc3)CCOCC2)cc1 | 2.7% | -10.6% | -1.0% | -3.0% | -1.7% | 7.3% | 5.0% | 0.9% |
| O=c1oc(-c2ccc(Br)o2)nc2ccccc12 | -14.2% | -5.6% | -7.2% | -4.3% | 0.3% | ? | -5.1% | . |
| COc1cc(OC)c2ccc(=O)oc2c1 | -15.8% | -8.3% | ? | -4.7% | 0.2% | ? | -21.3% | 36.5%[activator] |
| CCN(Cc1ccccc1)C(=O)c1cn(-c2cccc(OC)c2)c(=O)c2ccccc12 | -12.0% | 0.7% | . | 4.9% | -9.9% | . | 0.2% | . |
| Cn1nc(-c2ccc(Cl)cc2)c2cc(C(=O)NCCN3CCOCC3)sc21 | -14.8% | -8.6% | 12.0% | -11.1% | -2.6% | ? | ? | . |
| CCOCCCNc1ncnc2onc(C)c12 | -2.9% | -10.4% | . | -0.2% | -8.9% | . | -1.8% | . |
| Cc1ccc(-n2c(C)nn(-c3ncc(C(F)(F)F)cc3Cl)c2=O)cc1 | -5.9% | 1.9% | 7.8% | 0.0% | -4.2% | -0.5% | -10.2% | . |
| COC(=O)[C@H](CCSC)NC(=O)NCCc1ccc(F)cc1 | -4.6% | -4.7% | -2.7% | -2.5% | 2.5% | 5.1% | -5.7% | . |
| CCc1c(O)nc(SCC(=O)NCc2ccco2)[nH]c1=O | -12.4% | 6.0% | 1.2% | 1.7% | -3.9% | 7.3% | -7.8% | -2.8% |
| COC(=O)c1cnn(-c2ccc(C)c(C)c2)c1-n1cccc1 | ? | -3.7% | -1.4% | -5.5% | 1.8% | . | -19.7% | . |
| CCCCNC(=O)C(CC)Sc1nc2ccccc2c(=O)n1Cc1ccco1 (stereo unspecified) | -14.1% | -6.1% | . | -2.9% | -3.2% | . | -13.6% | . |
| COc1ccc(C(=O)NCc2ccc3[nH]c(C)cc3c2)cc1OC | 13.7% | 0.2% | 2.2% | -3.6% | 0.1% | 20µM* | 7.7% | -5.5% |
| CC(=O)N1CN(C2CCCC2)Cc2c1sc1c2CCCC1 | -18.3% | -9.1% | 1.6% | -2.6% | -7.6% | -12.1% | -14.7% | -2.7% |
| C#CCOCCOCCOCCNc1nc(N2CCN(C(=O)[C@H](CCCCN)n3cc([C@@H](N)C(C)CC)nn3)CC2)nc(N2CCN(C(=O)[C@H](Cc3cc4ccccc4[nH]3)n3cc([C@@H](N)CC(C)C)nn3)CC2)n1 (stereo partly specified) | ? | -2.3% | -1.0% | -1.6% | -8.0% | -0.6% | -11.6% | -26.0% |

Whole records as entered above. Order of screens: Tau fibril ThT	TRb-SRC2 inh	GLA spleen mod	TR SRC2 fluor cs	Tau fibril FP	ALDH1A1 block	Tau fluor cs	L3MBTL1 block
Record of Cc1ccc(NC(=O)CC(C)S(=O)(=O)c2ccc3c(c2)NC(=O)CO3)cc1Cl (stereo unspecified) = -0.2%	0.9%	.	1.3%	-7.0%	.	-11.0%	.
Record of Cc1cc(O)c(C)c2c1CC[C@H]1[C@H](C)C(=O)O[C@H]21 = -4.5%	10.3%	0.6%	-1.2%	2.8%	2.5%	-10.6%	.
Record of COc1cc(OC)c2ccc(=O)oc2c1 = -15.8%	-8.3%	?	-4.7%	0.2%	?	-21.3%	36.5%[activator]
